From PubChem
STK33 kinase inh – blocks human STK33 kinase activity. inhibition, % at 10 µM. AID 2661. purified STK33, MBP phosphorylation, ADP-Glo luminescence. actives 0.073% (n = 320,000);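 active means inhibition at or above 25%, using the most active replicate where run in duplicate; inactive means inhibition below 25%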
Target sequence (Q9BYT3 whole entry, looked up): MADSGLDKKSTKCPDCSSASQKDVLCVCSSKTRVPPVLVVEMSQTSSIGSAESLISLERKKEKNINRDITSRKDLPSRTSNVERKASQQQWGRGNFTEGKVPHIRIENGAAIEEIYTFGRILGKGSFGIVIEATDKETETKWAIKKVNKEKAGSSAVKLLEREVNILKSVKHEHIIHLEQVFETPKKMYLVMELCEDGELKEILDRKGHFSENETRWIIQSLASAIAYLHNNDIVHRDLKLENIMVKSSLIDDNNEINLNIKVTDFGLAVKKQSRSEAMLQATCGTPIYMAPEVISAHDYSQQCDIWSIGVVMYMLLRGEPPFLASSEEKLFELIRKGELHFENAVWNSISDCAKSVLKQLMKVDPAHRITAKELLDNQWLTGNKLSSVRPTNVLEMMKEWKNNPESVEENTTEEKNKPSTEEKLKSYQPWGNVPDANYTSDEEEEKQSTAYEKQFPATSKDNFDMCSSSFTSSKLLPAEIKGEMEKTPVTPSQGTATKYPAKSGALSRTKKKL
OX1R FRET antag – OX1R (human) antagonism; OX1R-expressing cells, FRET antagonist read-out; inhibition, % at 6.6 µM; O43613; actives 1.8% (n = 330,000); in the data active means inhibition mostly above about 38%, no sharp cut-off; inactive means mostly below about 40%;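 further: 0% = agonist challenge alone and 100% = reference antagonist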
Target sequence (O43613 whole entry, looked up): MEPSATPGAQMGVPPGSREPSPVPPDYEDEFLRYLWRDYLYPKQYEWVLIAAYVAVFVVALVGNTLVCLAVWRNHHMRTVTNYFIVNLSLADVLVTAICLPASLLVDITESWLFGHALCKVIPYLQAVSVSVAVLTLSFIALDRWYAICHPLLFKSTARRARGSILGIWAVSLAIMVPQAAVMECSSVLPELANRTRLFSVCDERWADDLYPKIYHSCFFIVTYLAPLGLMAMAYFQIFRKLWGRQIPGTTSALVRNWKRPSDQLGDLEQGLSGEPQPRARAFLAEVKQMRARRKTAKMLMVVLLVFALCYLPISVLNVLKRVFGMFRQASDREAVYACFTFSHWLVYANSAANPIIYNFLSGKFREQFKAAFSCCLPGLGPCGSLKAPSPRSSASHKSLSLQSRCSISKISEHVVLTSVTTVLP
Active calls of the source: *; · = not tested or not shown.

OX1R FRET antag	STK33 kinase inh	mol
5	-0.3	CCOC(=O)c1cnc2c(C)c(-c3ccccc3)[nH]n2c1=O
0	·	CN1C(=O)c2ccccc2C(C(=O)NCCCN2CCCC2)C1c1c[nH]c2ccccc12 (stereo unspecified)
25	0.3	Cc1ccc(N(CC(=O)Nc2ccc(F)c(Cl)c2)S(=O)(=O)c2c(C)noc2C)cc1
8	-1.1	CCn1c2ccccc2c2cc(NC(=O)CN(C)CC(=O)Nc3ccc(N4CCOCC4)cc3)ccc21
16	-1.9	CC(C)(C)OC(=O)NCCCCCc1cn(CC(=O)NCCCCCCCCCCC(=O)N2CCN(C(=O)OC(C)(C)C)CC2)nn1
7	-0.3	O=C(C1CC(=O)N(c2ccccc2)C1)N1CCN(c2ccccc2)CC1 (stereo unspecified)
25	-0.1	O=C1N[C@H](Cc2ccccc2)C(=O)N[C@H]1Cc1cn(S(=O)(=O)c2ccccc2)c2ccccc12
-4	-2.6	O=C(C[n+]1cccc(O)c1)NCc1ccc(Cl)cc1
9	1.7	CC(C)c1ccc(-c2csc3nc[nH]c(=O)c23)cc1
5	0.5	COc1cccc(/C=C2\Oc3cc(OCC(=O)N4CCCC4)ccc3C2=O)c1OC
32	-0.3	Cn1nc(C(=O)Nc2nnc(C3CC3)s2)c2ccccc2c1=O
21	-2.1	COc1ccccc1N(C)S(=O)(=O)c1ccc(C(=O)OCC(=O)N2CCC2)cc1
4	0.1	Cc1nnc(SCC(=O)NCc2ccc(Cl)cc2)[nH]c1=O
2	-4.6	COc1ccc(Cl)cc1S(=O)(=O)N1CCC(C(=O)N2CCOCC2)CC1
-1	-2.8	CCOc1ccccc1N1CCN(C(=O)c2cc(S(=O)(=O)N(C)C)ccc2N2CCCC2)CC1
5	0.6	CC(C)(C)n1ncc2c(=O)n(CC(=O)NCc3ccc(F)cc3)cnc21
10	0.6	Cc1c(OC(C)C(=O)NCCCn2ccnc2)ccc2c3c(c(=O)oc12)CCC3 (stereo unspecified)
10	-0.9	COc1ccc2c(c1)[nH]c1c(=O)n(CCN(C)C)cnc12
5	·	Cc1ccc(NC(=O)c2n[nH]c(=O)c3ccccc23)cc1S(=O)(=O)N1CCOCC1
15	-0.3	O=C(CCNS(=O)(=O)c1ccccc1C(F)(F)F)NCc1ccc2c(c1)OCO2
11	0.8	CCOc1cccc2cc(C(=O)NCc3ccccc3Cl)c(=O)oc12
21	2.8	N#CCCCC#Cc1ccc2c(c1)COc1c3ccccc3nn1-2
1	-1.7	O=C(O)COc1ccc(-c2nnn(CC(=O)O)n2)cc1
14	0.5	O=C(C1CCN(Cc2cccs2)CC1)N1CCN(Cc2ccc3c(c2)OCO3)CC1

Single records, as listed above:
CCOc1cccc2cc(C(=O)NCc3ccccc3Cl)c(=O)oc12 reads OX1R FRET antag: 11; STK33 kinase inh: 0.8
O=C(CCNS(=O)(=O)c1ccccc1C(F)(F)F)NCc1ccc2c(c1)OCO2 reads OX1R FRET antag: 15; STK33 kinase inh: -0.3

More entries:
OX1R FRET antag	STK33 kinase inh	mol
29	-0.3	O=S(=O)(CCc1ccncc1)C1Cc2cccc3cccc1c23 (stereo unspecified)
33	0.7	COc1cc(C=O)ccc1OCCOCCOc1ccccc1Cl
14	0.2	CCOC(=O)/C=C1\SCC(=O)N1CC(=O)NC(c1ccccc1)c1ccccc1
15	-0.9	Cc1ccc(C(=O)N2CCN(c3ccccn3)CC2)cc1
-3	-2.3	Cc1ccc(C)c(NC(=O)c2ccc(OCc3c(C)noc3C)cc2)c1
10	-1.2	COc1ccc(NC(=O)CSCc2cc(=O)n3c(C)csc3n2)cc1
22	-0.9	CC(C)Oc1ccc(Cn2c(=O)sc3ccccc32)cc1
6	-1.0	CSc1ccc(CN2CCC(n3nccc3NC(=O)c3ccccc3C)CC2)cc1
24	-1.3	CN(Cc1ccccc1)C(=O)COc1ccc2ccccc2c1
25	-0.7	O=C(NC1CCCCC1)C1c2ccccc2C(=O)N1Cc1ccc2c(c1)OCO2 (stereo unspecified)
-4	-1.8	CCOc1cc(/C=C2/C(=O)ON=C2C)ccc1OCc1ccccc1F
0	-1.6	CCCCCCCCNC(=O)c1cnsn1
2	-0.8	CC1Sc2ccc(S(=O)(=O)N3CCC(C(=O)N(C)Cc4ccccc4)CC3)cc2NC1=O (stereo unspecified)
13	-0.9	Cc1ccc(CCNS(=O)(=O)c2cc(Br)cnc2N)cc1
4	-0.1	CC(C)(C)c1ccc(S(=O)(=O)NCc2ccc(C(=O)N3CCOCC3)cc2)cc1
58*	14	O=C(O)CCCNc1cc(N2CCN(C(=O)c3ccco3)CC2)c2noc3c2c1C(=O)c1ccccc1-3
7	-1.6	CCOc1nc2cnccc2n(CC(=O)Nc2c(F)c(F)cc(F)c2F)c1=O
3	0.4	Cc1onc(-c2ccccc2)c1-c1nnc(CN2CCN(S(=O)(=O)c3ccccc3)CC2)o1
6	1.2	N#Cc1ccc(NC(=O)COC(=O)c2cccnc2Cl)cc1
1	1.2	COc1ccc(-c2c(-c3ccccc3)c(C(=O)C(=O)NCCCN(C)C)n3ccc4cc(OC)c(OC)cc4c23)cc1OC
16	-0.9	COc1nc(-c2ccc(C)cc2)ccc1-c1noc(-c2cccnc2)n1
23	0.8	O=C(Nc1cnc2sccn2c1=O)c1ccccc1Cl
9	-0.6	COC(=O)c1ccccc1NC(=O)CC(NCc1ccccc1)C(=O)O (stereo unspecified)
13	2.2	O=C(Nc1ccccc1N1CCCC1)c1ccc(Br)o1
21	-1.8	CCC(C(=O)O)N1C(=O)/C(=C/C(C)=C/c2ccccc2)SC1=S (stereo unspecified)
2	1.2	COc1ccc(S(=O)(=O)N2CCN(C(=O)c3cc(C)on3)CC2)cc1
9	-0.5	COc1cc2c3nnc(-c4ccc(F)cc4)c-3cn(Cc3ccc(C)cc3)c2cc1OC
9	0.9	COc1ccc(OC)c(CC(NC(C)=O)C(=O)NC2CCN(c3c(Cc4ccccc4)c(C)nc4ncnn34)CC2)c1 (stereo unspecified)
6	-0.7	CCOC(=O)CNC(=O)C1CCCN(c2ncccn2)C1 (stereo unspecified)
-3	-0.9	O=C(CNC(=O)c1ccc(Br)o1)NCCc1ccc(F)cc1
18	1.6	CC(C)CNC(=O)c1ccc(Cl)c(NC(=O)COc2ccccc2)c1
-8	0.1	Cc1ccc(Cn2c(=N)n(CC(O)c3ccco3)c3ccccc32)cc1 (stereo unspecified)
2	-1.9	O=C(O)C1Nc2c(Cl)cc(Cl)cc2C2C=CCC12 (stereo unspecified)
21	-1.5	O=C(CCNC(=O)c1ccc([N+](=O)[O-])cc1)Nc1ccccc1N1CCOCC1
21	-0.8	CCC(C)n1c(/C=C/c2ccccc2)nc2ccccc21 (stereo unspecified)
29	-0.1	c1cncc(Nc2c3ccccc3nc3ccccc23)c1
15	-0.2	Cc1cc(C)cc(NC(=O)N2CCN(S(C)(=O)=O)CC2)c1
12	0.0	COc1ccc(NC(=O)CCNC(=O)C2CCN(S(=O)(=O)c3ccc(F)cc3)CC2)cc1OC
6	-0.2	O=C(CSc1ncccn1)N1CCN(S(=O)(=O)c2ccccc2)CC1
7	-1.4	Cc1occc1C(=O)NNC(=O)Nc1ccc(F)cc1F
18	-2.6	O=C(Nc1nnc(SCC(=O)N2CCCc3ccccc32)s1)c1ccccc1
3	-0.3	CCn1c(=O)c2cc(C(=O)NCCN3CCOCC3)sc2c2ccccc21
15	-2.7	Cc1ccc(C)c(S(=O)(=O)N2CCCC2CNC(=O)C(=O)NCc2ccccc2C)c1 (stereo unspecified)
10	0.3	O=C(N/N=C/c1cccc(OC(=O)c2ccco2)c1)c1ccc(F)cc1
8	-0.4	CCn1c(-c2ccccn2)nc2cc(S(=O)(=O)N(C)C)ccc21
14	-0.4	CCCCC(NS(=O)(=O)c1ccc(C)cc1)C(=O)Oc1ccc2c3c(c(=O)oc2c1)CCC3 (stereo unspecified)
3	-0.3	O=C(Nc1ccc(Br)cc1)c1ccco1
18	0.1	Cc1ccc(C(=O)NCc2ccc(Cl)c(Cl)c2)o1

Part of the list above, with tabs.
SMILES	OX1R FRET antag	STK33 kinase inh
Cc1cc(C)cc(NC(=O)N2CCN(S(C)(=O)=O)CC2)c1	15	-0.2
COc1ccc(NC(=O)CCNC(=O)C2CCN(S(=O)(=O)c3ccc(F)cc3)CC2)cc1OC	12	0.0
O=C(CSc1ncccn1)N1CCN(S(=O)(=O)c2ccccc2)CC1	6	-0.2
Cc1occc1C(=O)NNC(=O)Nc1ccc(F)cc1F	7	-1.4

More results:
OX1R FRET antag	STK33 kinase inh	mol
8	-0.5	COc1ccc(OC)c(NC(=O)c2nnn(Cc3ccc(Br)cc3F)c2N)c1
7	-0.6	CN(C)S(=O)(=O)c1ccc(Cl)c(NC(=O)COC(=O)c2ccc3c(c2)NC(=O)CS3)c1
13	-1.9	Cc1ccc(NC(=O)COC(=O)COc2cccc3c2OC(C)(C)C3)cc1C
30	-0.5	CCN1C(=O)/C(=C\N2CCN(C)CC2)SC1=S
20	-0.3	O=C(c1cc([N+](=O)[O-])ccc1N1CCCCC1)N1CCCCC1
7	1.7	Cc1ccn2c(=O)c(NC(=O)c3cccc4ccccc34)c(C)nc2c1
-1	-1.0	CCc1cc2c(N=Nc3c(O)[nH]c4ccccc34)ncnc2s1
15	0.2	Cc1cc(OCC(=O)Nc2ccc(N3CCN(C)CC3)cc2)ccc1Cl
-1	0.1	COc1ccc(CCNC(=O)C(=O)NCC2OCCN2S(=O)(=O)c2cccs2)cc1 (stereo unspecified)
9	-1.3	CCc1cc2c(-c3ccccc3)cc(=O)oc2cc1OC(C)C(=O)NCC1CCC(C(=O)O)CC1 (stereo unspecified)
9	2.5	CC(=O)c1sc(C(=O)O)c(-c2ccco2)c1-c1ccco1
24	-0.5	O=C(c1n[nH]c(=O)c2ccccc12)N1CCN(c2ccc(F)cc2)CC1
3	-0.8	COc1ccc(-c2nnc(NC(=O)c3ccccc3[N+](=O)[O-])s2)c(OC)c1
8	0.3	COc1cc(OC)cc(C(=O)Nc2cccnc2)c1
20	3.1	O=c1c2ccccc2nc2n1CCc1c-2[nH]c2ccccc12
3	-1.2	CCOc1ccc(CN2CCNC(=O)C2CC(=O)NCCc2ccccn2)cc1 (stereo unspecified)
44*	3.2	CNc1nc(N/N=C/c2cc3c(cc2[N+](=O)[O-])OCO3)nc(Nc2ccccc2)n1
3	-0.5	COC(=O)c1[nH]c2cc(C)ccc2c1NC(=O)CN1CCOCC1
14	-1.0	CC1=N/C(=C\c2ccc([N+](=O)[O-])cc2)C(=O)N1c1ccc(F)cc1F
6	-4.4	O=C(O)Cc1ccc2c(c1)N(S(=O)(=O)c1cccc(C(F)(F)F)c1)CC(C(=O)O)O2 (stereo unspecified)
26	-0.8	Cc1ccc(C(=O)O)cc1NC(=O)CN1C(=O)C2C3c4ccccc4C(Br)(c4ccccc43)C2C1=O (stereo unspecified)
14	0.3	Cc1ccc(-c2[nH]c(=O)n3ccncc23)s1
5	1.1	Cc1cc(N2CCCC2=O)c(N)cc1N
5	-0.5	Cc1nnc(N(C)C(=O)c2ccc3c(c2)OCO3)s1
21	0.0	CSc1ncc(S(=O)(=O)c2ccccc2)c(=O)[nH]1
16	0.9	O=C(NCCN1CCOCC1)c1ccc(CS(=O)(=O)Cc2ccccc2F)o1
31	-1.0	COc1cc(/C=C(\C#N)C(=O)Nc2cccc(C(=O)O)c2)ccc1OCc1ccc(C)cc1
23	-1.7	Cc1ccc(S(=O)(=O)CCC(=O)Nc2nnc(-c3ccccc3S(C)(=O)=O)o2)cc1
9	·	COc1ccc(C2CC(=O)Oc3cc(C)cc(C)c32)cc1 (stereo unspecified)
18	-1.8	COc1ccc(CCC(=O)NCc2cn3ccc(C)cc3n2)cc1
8	1.2	C=CCNC(=O)CCNS(=O)(=O)c1ccc(Br)cc1
21	0.2	COc1ccc(C(=O)NC(CC(=O)O)c2cc([N+](=O)[O-])ccc2Cl)cc1 (stereo unspecified)
8	-1.0	CCOC(=O)c1c(NC(=O)CSc2nnnn2-c2ccc3c(c2)OCCO3)sc(C)c1C
24	-0.1	COc1ccc(-n2nc(C(=O)NCC(=O)N3CC(C)CC(C)C3)c3ccccc3c2=O)cc1OC (stereo unspecified)
45	0.4	CC1(C)CC(=O)C2=C(C1)OC(N)=C(C#N)C2c1ccc2c(c1)OCO2 (stereo unspecified)
28	-1.0	CN1CCN(c2ccc(S(=O)(=O)Nc3ccccc3)cc2[N+](=O)[O-])CC1
53	-0.7	CC1(c2nnc(Cc3ccccc3)o2)CC(c2cccc([N+](=O)[O-])c2)=NO1 (stereo unspecified)
21	0.0	CCN(c1ccccc1C)S(=O)(=O)c1cc2c3c(c1)CCN3C(=O)CC2
21	-0.5	CCc1ccc(C(=O)NC(=S)Nc2ccc3c(c2)OCCO3)cc1
11	-2.6	O/N=C1\CCC\C1=C/c1ccco1
25	-2.2	N#Cc1c(NC(=O)CCn2cnc3ccccc3c2=O)oc(-c2ccccc2)c1-c1ccccc1
24	-0.9	CCOC(CNC(=O)CCc1c(C)nc2nc(C)nn2c1C)OCC
11	0.2	CC(C)Cn1cc(C(=O)NCCCN2CCC(C)CC2)c2c3ccccc3n(C)c2c1=O
39	·	O=C1/C(=C/c2cccc(F)c2)CSc2sccc21

With a hit mark in OX1R FRET antag, among the entries above:
OX1R FRET antag	STK33 kinase inh	mol
58*	14	O=C(O)CCCNc1cc(N2CCN(C(=O)c3ccco3)CC2)c2noc3c2c1C(=O)c1ccccc1-3
44*	3.2	CNc1nc(N/N=C/c2cc3c(cc2[N+](=O)[O-])OCO3)nc(Nc2ccccc2)n1
